Screening results (PubChem BioAssay)
MgcRacGAP inhibition: MgcRacGAP GTPase-activating activity inhibitors, confirmation, biochemical, ADP Hunter fluorescence. MgcRacGAP-stimulated Rac1 GTP hydrolysis, ADP Hunter fluorescence; higher % means a stronger effect; GST-tagged Rac1 F28L mutant substrate. inhibition, % at 30 µM; hits with a dose series show IC50 in µM. 340,000 tested, 0.6% active;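 active means first-screen hits whose inhibition reached a set limit at any dose in the follow-up dose series; inconclusive means inhibition above the set first-screen limit but never retested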;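 further: fluorescence reports GDP produced by GAP-driven GTP hydrolysis; strong numbers were not always called active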
RSV antiviral HEp-2: RSV antiviral activity via CPE protection, HEp-2 cells, primary 10 µM value included (AID 2391). 310,000 tested, 0.13% active. HEp-2 cells, RSV-induced CPE inhibition; higher % means a stronger effect. CPE inhibition, % at 10 µM, or IC50 in µM where a hit was titrated; in the data active means a potency from the dose series; inconclusive means CPE inhibition mostly from about 23% at the one dose, without a potency; inactive means the rest, 99 in 100 with CPE inhibition below about 21%; further: strong numbers were not always called active
AID2073: disruptors of CaV2.2 binding to Mint1 – biochemical, HTRF (AID 2073). HTRF protein-protein interaction, Mint1-CaV2.2; higher % means a stronger effect. 290,000 tested, 0.19% active. inhibition, % at 20 µM, or IC50 in µM where a hit was titrated; in the data active means inhibition mostly above about 51%, no sharp cut-off; inconclusive means no clear call, values can overlap the other calls; inactive means mostly below about 53%; further: some results filed as inactive read as strong as hits
SV40 large T antigen: TAg ATPase/helicase activity blockers – biochemical (AID 1903). 310,000 tested, 0.39% active. one-dose inhibition, % at 20 µM; IC50 in µM for titrated hits. SV40 large T antigen ATPase/helicase inhibition assay; higher % means a stronger effect; in the data active means a potency from the dose series; inconclusive means inhibition mostly from about 32% at the one dose, without a potency; inactive means the rest, 99 in 100 with inhibition below about 32%; further: strong numbers were not always called active
West Nile antiviral: West Nile virus antiviral activity, cell-based, CPE readout (AID 1621) | West Nile virus-infected cells, CPE inhibition; higher % means a stronger effect | 290,000 tested, 0.02% active | CPE inhibition, % at 10 µM, or IC50 in µM where a hit was titrated; in the data active means a potency from the dose series; inconclusive means CPE inhibition mostly from about 3.7% at the one dose, without a potency; inactive means the rest, 99 in 100 with CPE inhibition below about 2.2%; further: strong numbers were not always called active
NTR1 agonist: agonists of NTR1, primary screen, imaging, U2OS cells, beta-arrestin-GFP, high content (AID 493036); P30989; NTR1-U2OS beta-arrestin-GFP spot imaging, agonist mode; activation, % at 20 µM; 330,000 tested, 0.17% active;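 active means activation at or above 40% of the spot to cytoplasm intensity ratio, with at least 20 cells analyzed; inconclusive means wells under 20 cells, flagged as cytotoxic or low count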;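 further: 0% = DMSO without peptide and 100% = 100 nM NTR1 peptide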
Target sequence (P30989 whole entry, looked up): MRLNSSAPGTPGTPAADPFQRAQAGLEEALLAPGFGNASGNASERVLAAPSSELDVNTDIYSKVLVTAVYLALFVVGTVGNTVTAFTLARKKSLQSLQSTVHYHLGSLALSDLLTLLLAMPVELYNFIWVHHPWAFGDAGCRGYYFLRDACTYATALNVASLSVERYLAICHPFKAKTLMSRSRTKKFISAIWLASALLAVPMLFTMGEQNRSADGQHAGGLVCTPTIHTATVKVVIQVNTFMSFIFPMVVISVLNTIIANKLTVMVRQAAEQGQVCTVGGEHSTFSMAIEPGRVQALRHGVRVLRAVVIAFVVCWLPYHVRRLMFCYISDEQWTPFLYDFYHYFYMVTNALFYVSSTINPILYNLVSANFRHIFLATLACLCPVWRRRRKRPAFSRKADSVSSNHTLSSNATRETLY
K1F lysis inhibition: protection from phage-mediated lysis, alamar blue read-out – E. coli UTI89, K1F phage, bacterial capsule biogenesis inhibitors (AID 488966) | E. coli UTI89 K1F phage lysis, alamar blue, 2 h; higher % means a stronger effect | 340,000 tested, 0.02% active | inhibition, % at 100 µM, or IC50 in µM where a hit was titrated;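 active means phage lysis inhibition, versus mean bacterial control, above a set limit; inconclusive means no clear call, values can overlap the other calls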;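 further: capsule biogenesis inhibitors block K1F phage lysis so surviving cells raise fluorescence; higher fluorescence means more inhibition of phage lysis; actives were called in the ten point dose series up to 300 µM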
NS5 inhibitors: Dengue-2 NS5 methyltransferase inhibitors, primary screen, biochemical, confirmation dose response (AID 588689); Dengue-2 NS5 methyltransferase capping enzyme assay, biochemical; higher % means a stronger effect; inhibition, % at 25 µM, or IC50 in µM where a hit was titrated; 340,000 tested, 0.3% active; in the data active means a potency from the dose series; inconclusive means inhibition above about 29% without an active follow-up result
Siah-1 displacement: Siah-1 peptide-binding antagonists, primary screen, biochemical, fluorescence polarization, rhodamine-plectin, uHTS (AID 1817) | Siah-1 / rhodamine-plectin peptide fluorescence polarization; higher % means a stronger effect | one-dose displacement, % at 20 µM; IC50 in µM for titrated hits | 290,000 tested, 0.02% active;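 active means displacement of at least 50% at 20 µM, with a fluorescence ratio check between 0.3 and a set limit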;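 further: plate controls were Siah plus tracer with DMSO for no effect and tracer alone without Siah for full effect; strong numbers were not always called active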
NTR1 agonist cell count 20 µM: second read-out of NTR1 agonist, no call of its own (marks repeat the call); cell count; measured here: cell count, cytotoxicity flag
NS5 inhibitors pilot replicate: further read-out of NS5 inhibitors, marked with its call; inhibition, %; measured here: pilot screen replicate inhibition
Numbers without * were called inactive; u = inconclusive; x = no result given; [ ] = dose if it differs, or a comment.

SMILES | MgcRacGAP inhibition | RSV antiviral HEp-2 | AID2073 | SV40 large T antigen | West Nile antiviral | NTR1 agonist | NTR1 agonist cell count 20 µM | K1F lysis inhibition | NS5 inhibitors | Siah-1 displacement | others
CC1=CC(C)C(C(=O)O)C(C(=O)Nc2cccnc2)C1 (stereo not drawn) | 5% | -1.2% | -4% | 20% | 0.7% | -0.1 | 24 | -0.7% | -1% | -4%
CCOC(=O)c1ccccc1NC(=O)CN(c1ccccc1OC)S(C)(=O)=O | 4% | -0.7% | 1% | 4% | -0.2% | 1.3 | 60 | 3.4% | 4% | 2%
CCCCOC(=O)C1=C(N)N2C(=O)C(C)SC2=C(C(=O)OCC)C1c1ccc(O)c(OC)c1 (stereo not drawn) | -8% | -1.2% | -4% | 7% | -0.7% | 0.5 | 50 | 1.4% | -8% | -2%
CC1(C)Cc2ccccc2C(NN=C2CCCC2)=N1 | -10% | 0.3% | -12% | 3% | -0.2% | 2.8 | 47 | -0.5% | -8% | 0%
NC(=NC(=O)c1ccccc1)C1=C(O)CCC1=O | 5% | 0.9% | 5% | u | 0.4% | -0.2 | 48 | 0.1% | -3% | -5%
Cc1ccc(NC(=O)Nc2c(C)[nH]c(=O)[nH]c2=O)cc1Cl | 7% | 0.7% | 2% | 3% | -0.2% | -1.2 | 90 | 0.2% | 7% | -5%
COc1ccc(S(=O)(=O)N2CCN(c3ccc(F)cc3)CC2)cc1C(=O)N1CCOCC1 | 5% | 1.0% | 2% | 1% | -0.5% | -1.2 | 54 | -0.3% | 0% | 6%
Cc1ccc(NC(=O)c2noc3c2CCC3)cc1C | 13% | x | 37% | 11% | -0.5% | x | x | 0.0% | -2% | 92%
O=C1C=C(NNC(=O)c2cccnc2)CC(c2ccco2)C1 (stereo not drawn) | 4% | 2.2% | 7% | -1% | 0.4% | 0.6 | 41 | 1.0% | 6% | -3%
CC(=O)Nc1ccc(C(=O)N/C(=C\c2ccccc2)C(=O)Nc2cccc(C(=O)O)c2)cc1 | 3% | 0.4% | -2% | 10% | 0.3% | -0.1 | 64 | 0.0% | 1% | 7%
COc1ccc(S(=O)(=O)N2CCCCC2)cc1NC(=O)CCCOc1ccc(C)cc1 | 1% | 1.1% | x | x | x | -0.9 | 50 | 0.1%[50 µM] | 2% | x
CCOc1ccc(S(=O)(=O)N(CC(=O)Nc2cc(C)on2)Cc2ccccc2Cl)cc1 | 12% | 1.1% | 1% | -1% | -0.8% | 3.4 | 59 | 0.1% | -3% | -7%
COc1ccccc1N1CCN(C(=O)c2ccc(N3CCCC3=O)cc2)CC1 | 16% | 0.8% | 0% | 3% | -0.3% | 1.5 | 43 | 0.3% | -5% | -1%
O=C(Cc1csc(Nc2nc(=S)[nH]c3ccccc23)n1)N1CCN(c2cccc(C(F)(F)F)c2)CC1 | 3% | 3.8% | 31% | -4% | 0.1% | 12 | 61 | 0.1% | 5% | 6%
Cc1ccsc1/C=N/NC(=O)c1nnn(-c2nonc2N)c1CSc1ccccc1 | 5% | 2.7% | 4% | 8% | 0.2% | 4.6 | 52 | 0.2% | -4% | 0%
Cc1ccc2c(c1)c1nnc(SCC(=O)NC3CC3)nc1n2C | 7% | 3.6% | 2% | 8% | -0.7% | -0.4 | 36 | -1.3% | -1% | 4%
CSc1nc(N)cc(=O)[nH]1 | 11% | -0.3% | -5% | 7% | 0.3% | 0.3 | 56 | 0.3% | 11% | 3%
CCOC(=O)N1CCC(NS(=O)(=O)c2cc3c(cc2C)NC(=O)CO3)CC1 | -3% | 2.2% | -7% | -3% | -0.5% | 3.0 | 77 | 0.3% | 0% | -5%
N#Cc1c(N2CCCCC2)nc(N)c2c(N)nc3c(c12)CC(c1ccccc1)O3 (stereo not drawn) | 7% | 19% | 43% | 8% | 0.2% | 2.0 | 86 | -1.9% | -2% | -1%
CCn1c(-c2cccc(Br)c2)n[nH]c1=S | 10% | -0.3% | -11% | 7% | 0.3% | -0.9 | 68 | 3.3% | -6% | 1%
COc1cc(C)cc(C(=O)O)c1C1=C(O)c2cccc(O)c2C(=O)C1=O | 6% | 1.8% | 19% | 1% | 0.3% | -2.0 | 93 | 1.6% | 1% | 2%
N#CC1=C(N)Oc2c(ccc3ccccc23)C1c1ccsc1 (stereo not drawn) | 7% | 0.2% | 8% | 11% | x | -0.7 | 90 | -0.5% | 0% | -1%
CCOC(=O)c1c(C)nc(C)c(C(=O)OCC)c1-c1cccnc1 | 3% | 2.0% | 8% | 5% | 0.3% | -1.5 | 88 | 0.5% | -7% | -1%
CC(=O)c1cc2c(cc1NC(=O)Cn1nc(-c3ccc(C)cc3)ccc1=O)OCO2 | -1% | 0.6% | 17% | 2% | -0.2% | 5.6 | 72 | 0.4% | -9% | -5%
COc1ccc(F)cc1S(=O)(=O)NC1CCCCCC1 | -3% | 2.4% | -9% | 2% | x | -3.4 | 82 | 0.6% | 10% | 3%
COc1cc(/C=C(\C#N)C(=O)Nc2cccc(C(=O)O)c2)ccc1OCc1ccc(F)cc1 | -5% | 1.1% | 11% | -18% | -0.2% | 4.3 | 69 | -1.1% | 24% | -1%
CCN1CCN(c2ccc(S(=O)(=O)N3CCOCC3)cc2NC(=O)C(C)Oc2cccc(Cl)c2)CC1 (stereo not drawn) | 5% | -2.1% | x | 5% | x | 2.4 | 52 | -0.4%[50 µM] | -8% | x
COc1cc(CNCCc2ccc(S(N)(=O)=O)cc2)ccc1OCC(=O)N1CCCCC1 | 4% | 1.7% | 4% | 10% | -0.2% | 0.1 | 59 | 1.6%[50 µM] | -5% | 0%
O=C(CCCC(=O)OCC(F)(F)C(F)F)Nc1ccc(NC(=O)CCCC(=O)OCC(F)(F)C(F)F)cc1 | 15% | -0.9% | 3% | 30% | -0.2% | 0.8 | 54 | -0.1% | -1% | -2%
Cc1ccccc1NCc1nnc2n1CCCCC2 | 12% | 0.7% | -6% | 11% | 0.1% | 0.5 | 87 | 1.7% | -3% | 3%

Next section; the last two above are carried over.
SMILES | MgcRacGAP inhibition | RSV antiviral HEp-2 | AID2073 | SV40 large T antigen | West Nile antiviral | NTR1 agonist | NTR1 agonist cell count 20 µM | K1F lysis inhibition | NS5 inhibitors | Siah-1 displacement | others
O=C(CCCC(=O)OCC(F)(F)C(F)F)Nc1ccc(NC(=O)CCCC(=O)OCC(F)(F)C(F)F)cc1 | 15% | -0.9% | 3% | 30% | -0.2% | 0.8 | 54 | -0.1% | -1% | -2%
Cc1ccccc1NCc1nnc2n1CCCCC2 | 12% | 0.7% | -6% | 11% | 0.1% | 0.5 | 87 | 1.7% | -3% | 3%
COc1ccc(C(=O)Cc2cc(OC)c(OC)cc2[N+](=O)[O-])c(OC)c1 | 2% | 0.2% | -8% | 3% | -0.6% | 2.9 | 60 | 2.9% | 2% | 4%
CN(Cc1ccccn1)Cc1nc(Cc2ccccc2Cl)no1 | 13% | 0.4% | 6% | 26% | -0.4% | 0.8 | 75 | 0.1% | -14% | 8%
CCOCc1c(C(=O)NC2CCCCCC2)oc2ccccc12 | 11% | 0.6% | -4% | 6% | -1.2% | -0.2 | 38 | 0.0% | -12% | 0%
CCc1ccc(OCC(=O)Nc2ccc3c(c2)OCCO3)cc1 | 6% | 0.9% | -4% | 11% | 0.1% | -0.1 | 43 | 0.0% | -5% | -1%
CC(NCC(=O)Nc1cc(Cl)cc(Cl)c1)c1ccccc1 (stereo not drawn) | 27% | 1.3% | 28% | 16% | -0.3% | 0.8 | 72 | 0.0% | -6% | 6%
CN(C(=O)COC(=O)c1cc(Br)c(Br)s1)C1CCS(=O)(=O)C1 (stereo not drawn) | -7% | 2.2% | -6% | 3% | 0.7% | 2.7 | 41 | 2.4% | -7% | 4%
CC1(C)C2CCC1(C)C(OCC[N+](C)(C)CC(=O)OC1CCCCC1)C2 (stereo not drawn) | 2% | -0.3% | 2% | 3% | 0.7% | 0.0 | 66 | 0.5% | -11% | 0%
C=CCOc1ccc2oc(=O)cc(C)c2c1 | 3% | 17% | 1% | 7% | -0.5% | -0.4 | 65 | 3.3%[50 µM] | -3% | 4%
CC(C)(C)CN1CCN(Cc2cc3ccccc3[nH]2)CC1CCO (stereo not drawn) | -10% | 0.8% | 2% | 6% | -0.3% | 1.1 | 66 | -0.4% | -6% | 2%
O=C(COC(=O)CC(c1ccccc1)c1ccccc1)NCc1ccc(Cl)cc1 | 9% | 6.3% | 0% | 3% | -0.8% | x | x | 0.0%[50 µM] | -3% | 2%
C=CCN(Cc1cn(C)nc1-c1cccc(Cl)c1)C1CCS(=O)(=O)C1 (stereo not drawn) | 2% | -1.5% | 2% | 21% | -1.1% | 1.0 | 36 | 0.2% | -1% | -5%
COc1ccc(S(=O)(=O)N(C)C)cc1NC(=O)c1ccc2c(c1)OCCO2 | 4% | 1.4% | x | x | x | 1.0 | 74 | 0.4%[50 µM] | -1% | x
Cc1ccccc1C(=O)Nc1cccc(C(=O)N/N=C/c2ccc3c(c2)OCO3)c1 | 8% | 6.1% | -2% | 2% | -0.7% | -0.8 | 51 | 0.5% | -1% | 4%
Cc1cc2c(NS(=O)(=O)c3ccc(F)cc3)cccc2nn1 | x | 0.4% | -39% | 5% | 0.4% | 0.5 | 45 | x | x | 10%
Cc1c(CN2CCN(C)C(CCO)C2)[nH]c2c(Cl)cccc12 (stereo not drawn) | 0% | -0.8% | 14% | 12% | 0.0% | -0.2 | 62 | -0.1% | -7% | 0% | NS5 inhibitors pilot replicate=1.2
Cc1ccnc(N2CCN(C(=O)CSc3nc4ccccc4nc3N3CCCCC3)CC2)c1 | 6% | 2.8% | -4% | 16% | -0.2% | 4.4 | 58 | 4.2%[50 µM] | -1% | 3%
N#Cc1c(N)n(C2CCCCC2)c2nc3ccccc3nc12 | 6% | 4.5% | 26% | -6% | 0.2% | 13 | 57 | 8.6% | 3% | 8%
CC(C)c1ccccc1NC(=S)NC1CCN(Cc2ccccc2)CC1 | 5% | 0.0% | 0% | -4% | -2.0% | 2.1 | 67 | 1.0%[50 µM] | -12% | 1%
CC(C)(CO)NC(=O)c1ccc2c(c1)C(=O)c1ccccc1-2 | 12% | 2.1% | 6% | 1% | -0.5% | 4.6 | 80 | 0.0% | -1% | 0%
COc1ccc(CC(=O)Nc2ccc(N(C)C)c3ccccc23)cc1 | 22% | 2.5% | 7% | 30% | -1.2% | -0.4 | 60 | 0.0% | -5% | 3%
Cc1ccc(S(=O)(=O)N/N=C\c2ccc3c(c2)OCO3)cc1C | 9% | 1.8% | 7% | 0% | 0.7% | -1.1 | 49 | 0.1% | -2% | -5%
